Assay outcomes from PubChem BioAssay.
Exocytosis inh: lytic granule exocytosis inhibition; TALL-104 LAMP-1 surface exposure, flow cytometry; cells stimulated with thapsigargin and PMA; inhibition, % at 10 µM; 0.66% of 360,000 active; AID 651702;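 active = inhibition above about 55%, limit read from the data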
aDG glyco up: increases alpha dystroglycan glycosylation | Pro5-aDG cells, alpha-DG glycosylation AlphaScreen (IIH6); 0% Pro5, 100% B10-LARGE cell signal | activation, % at 10 µM | 0.22% of 360,000 active | AID 624168;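 active = activation of at least 8% versus controls, or a plate z-score of at least 8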;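 also: Pro5 are CHO cells carrying HIG-tagged alpha-DG that lacks glycosylation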
m5-HT2A agonist: activates the mouse 5-HT2A serotonin receptor; P35363; CHO-K1 mHTR2A beta-arrestin complementation, luminescence; percent of 30 µM serotonin response; activation, % at 7.6 µM; 0.66% of 360,000 active; AID 624169;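 active = activation above a run cutoff, the mean activation of all tested compounds plus 3 SD, cut at about 14% in these data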;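 also: 0% = plate median of compound wells and 100% = 30 µM serotonin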
H9c2 protect: protects H9c2 cardiomyocytes from peroxide injury; H2O2 injury protection, ATPLite, 2 h; protection from H2O2 cell death, % at 20 µM; 0.63% of 360,000 active;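 active = compounds giving at least 50% protection of heart cells from peroxide-induced death in the single-dose screen, raw or plate-pattern-corrected value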;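 also: 0% = DMSO wells with peroxide and 100% = DMSO wells without peroxide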
Glyco luc inh: blocks N-linked glycosylation in D54 reporter cells | 0.23% of 360,000 active | D54 ERlucT glycosylation luciferase reporter, 24 h; percent of 100 nM tunicamycin response | reporter increase, % at 12.5 µM;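 active = mean luciferase reporter signal, scaled so untreated is 0 and the glycosylation-blocking control 100, at or above a set limit in every replicate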;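 also: luciferase carries N-glycosylation sites so blocking glycosylation raises the light; 0% = median of neutral control wells and 100% = median of 100 nM tunicamycin wells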
hiPSC survival: hiPSC single-cell survival enhancement; ATPlite luminescence; 100% = ROCK inhibitor wells, 0% = DMSO; survival enhancement, % at 20 µM; 0.044% of 360,000 active; in the data active = survival enhancement above about 18%;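 also: cells exposed to compounds for 16 hours before the ATP read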
Vif inh: blocks HIV Vif function | 0.35% of 340,000 active | HEK293T cells, Vif self-association by quenched fluorescence, imaging, 24 h | inhibition, % at 7.49 µM | AID 602346; in the data active = inhibition above about 50%, passing the limit was not always enough; also: some results filed as inactive read as strong as hits
ABCB6 inh MLPCN: inhibitors of human ABC transporter ABCB6; K562-ABCB6 porphyrin accumulation, flow cytometry, 1 h; hits give low values; fluorescence ratio to DMSO, % at 10 µM; 0.19% of 360,000 active;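 active = fluorescence ratio to DMSO below 75%, the collection mean minus 3 SD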;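 also: signal is porphyrin accumulated inside mitochondria; 100% equals median channel fluorescence of DMSO control wells; lower ratio means ABCB6 inhibition with less porphyrin fluorescence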
Target sequence (Q9NP58 whole entry, looked up): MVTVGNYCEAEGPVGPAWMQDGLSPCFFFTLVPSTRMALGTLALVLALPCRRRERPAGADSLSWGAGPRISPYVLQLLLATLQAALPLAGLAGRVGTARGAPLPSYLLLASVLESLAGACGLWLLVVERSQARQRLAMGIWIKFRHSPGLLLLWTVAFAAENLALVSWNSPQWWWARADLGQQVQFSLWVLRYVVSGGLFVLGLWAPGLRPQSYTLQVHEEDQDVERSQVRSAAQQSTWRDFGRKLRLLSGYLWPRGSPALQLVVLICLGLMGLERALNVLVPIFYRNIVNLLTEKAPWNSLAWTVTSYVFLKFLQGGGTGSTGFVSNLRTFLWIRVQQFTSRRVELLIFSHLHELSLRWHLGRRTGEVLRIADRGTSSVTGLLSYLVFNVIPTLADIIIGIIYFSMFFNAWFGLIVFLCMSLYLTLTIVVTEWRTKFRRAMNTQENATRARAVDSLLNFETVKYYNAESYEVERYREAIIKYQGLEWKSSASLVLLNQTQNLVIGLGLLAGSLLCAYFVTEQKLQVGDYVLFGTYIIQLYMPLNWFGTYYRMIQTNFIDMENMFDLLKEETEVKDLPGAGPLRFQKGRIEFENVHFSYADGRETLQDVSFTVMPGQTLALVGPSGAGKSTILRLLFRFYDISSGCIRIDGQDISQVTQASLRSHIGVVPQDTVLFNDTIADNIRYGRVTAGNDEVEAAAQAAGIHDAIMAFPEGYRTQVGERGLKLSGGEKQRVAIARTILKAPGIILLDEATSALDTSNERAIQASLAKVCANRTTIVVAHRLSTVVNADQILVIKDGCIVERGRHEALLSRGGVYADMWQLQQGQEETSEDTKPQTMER
PDI inh: blocks human protein disulfide isomerase activity | AID 588391 | 0.052% of 350,000 active | inhibition, % at 10 µM | PDI insulin aggregation turbidity, A650, 90 min | P07237;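 active = mean inhibition across replicates of 30% or more, whatever share of single replicates reach that level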;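 also: absorbance from insulin aggregation driven by PDI reduction with DTT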
CaV13 FRET inh: Disruptors of the CACNA1D IQ motif to Ca2+-dependent inactivation inhibitor domain association, primary screening, Förster resonance energy transfer in intact living …; AID 743397; inhibition, % at 12.3 µM; 0.098% of 340,000 active; HEK cells, CFP/YFP FRET ICDI-IQ, plate reader, 10 min; percent FRET-ratio fall versus neutral wells;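 active = mean replicate inhibition of at least 30% and at least 1% of replicates passing that level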;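 also: 0% = median of the neutral control wells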
* marks the source's active call; other numbers are inactive results; / = no result given.

SMILES	Exocytosis inh	aDG glyco up	m5-HT2A agonist	H9c2 protect	Glyco luc inh	hiPSC survival	Vif inh	ABCB6 inh MLPCN	PDI inh	CaV13 FRET inh
Nc1c(Cl)cc(S(N)(=O)=O)cc1S(N)(=O)=O	3	-0.1	-1	-1	3	-0.4	15	101	-3	-3
Cn1c(SCc2ccccc2)nnc1-c1c[nH]c2ccccc12	4	-0.2	-5	-8	2	0.1	2	97	/	-3
COC(C[C@@H](O)C[C@H](O)[C@@H](C)OCc1ccccc1)OC	3	0.2	1	-11	1	-2.2	1	87	8	-8
CC12CCC3c4ccc(O)cc4CCC3C1CCC2=O (centres undefined)	-2	0.0	-4	-12	1	1.3	15	96	45*	-6
Clc1ccc(C(c2nnnn2CCc2ccccc2)N2CCSCC2)cc1 (centres undefined)	50	0.2	-7	-7	-7	1.3	5	96	4	-4
O=C(NC1CCCCCC1)c1ccc(CS(=O)Cc2ccccc2Cl)o1 (centres undefined)	2	0.2	8	8	-1	0.6	0	98	-4	-4
O=C(c1ccc([N+](=O)[O-])cc1Cl)N1CCN(Cc2ccccc2)CC1	-3	-0.2	4	9	-2	-3.6	-8	97	-4	-5
COC(=O)[C@@]1(Cc2ccc(F)cc2)[C@H]2c3cc(C(=O)N(C)C)n(CCc4c[nH]c5ccc(OC)cc45)c3C[C@H]2CN1C(=O)c1ccccc1	11	0.8	20*	/	/	0.8	/	128	/	-7
COc1ccccc1Oc1ccc(S(=O)(=O)N2CCCCC2)cc1NC(=O)CCNC(C)=O	-9	-0.3	-1	-2	3	-0.4	-1	101	4	-4
CCCC(=O)N1CCC1(C)C(=O)Nc1ccc2scnc2c1 (centres undefined)	-5	0.0	1	6	1	-3.9	/	88	0	/
Cc1cc(Cl)ccc1C(=O)C1CCCN(C(=O)c2ccsc2)C1 (centres undefined)	-1	0.2	3	0	0	-0.4	-15	95	-6	/
Cc1ccc(C(=O)c2ccc(O)cc2)cc1C	2	-0.2	-6	-1	2	0.1	-13	97	2	-4
CCOC(=O)C1CCN(C(=O)COc2ccc(N(C)S(=O)(=O)c3ccc(C)cc3)cc2)CC1	13	-0.7	5	12	1	0.6	5	93	3	-4
COc1ccc(OC)c(NC(=O)C2CCN(S(=O)(=O)c3cccs3)CC2)c1	-1	0.0	-1	7	-1	-1.0	3	101	-13	-10
Cc1ccc(-c2nc(-c3ccncc3)no2)cc1C	26	0.1	12	-6	-14	-0.1	-2	98	-7	-5
Cc1ccccc1NC(=O)C1CCCN(c2nnc(N3CCCC3=O)s2)C1 (centres undefined)	0	1.2	7	-2	-1	5.0	6	99	/	-5
Cc1ccc(S(=O)(=O)C2(C(=O)N3CCCC(C)C3)CC2)cc1 (centres undefined)	-3	-0.1	4	3	4	0.5	-9	102	-1	-5
CN(C)Cc1c(O)ccc2occ(C(=O)c3ccc(F)cc3)c12	6	0.6	-1	0	0	-0.3	-1	100	4	-3
O=C(NCC1CC1)Nc1ccccc1	8	0.2	-9	4	1	-0.6	5	98	-3	-5
Cc1ccc(N2OC3C(=O)NC(=O)C3C2c2ccco2)cc1 (centres undefined)	-2	-0.2	1	-1	1	1.1	-9	103	3	-6
O=C(O)CC1S/C(=N/N=C/c2ccc(-c3ccc(Cl)c([N+](=O)[O-])c3)o2)NC1=O (centres undefined)	-1	-0.2	-3	-8	0	0.3	5	92	2	-4
CCOC(=O)c1sc2ccccc2c1OC(=O)c1ccccc1	1	-0.4	2	2	9	-1.4	-6	95	-7	0
Cn1c(SCC(=O)Nc2ccc(N3CCOCC3)cc2)nnc1-c1ccccc1	4	-0.2	-2	1	-1	-2.3	2	103	-4	-11
Cc1cccc(Cc2cnc(NC(=O)c3ccc(C)o3)s2)c1	4	0.3	-1	-6	-7	-2.7	2	93	-3	-4
Cc1ccc([N+](=O)[O-])c(C(=O)N/N=C/c2cccs2)c1	2	-0.2	-8	11	2	1.1	-9	102	-3	-14
Following part:
SMILES	Exocytosis inh	aDG glyco up	m5-HT2A agonist	H9c2 protect	Glyco luc inh	hiPSC survival	Vif inh	ABCB6 inh MLPCN	PDI inh	CaV13 FRET inh
Cc1ccc(-c2csc3nnc(SCC(=O)Nc4nsc(-c5ccccc5)n4)n23)cc1	1	1.3	-3	-6	2	-1.5	-2	98	-7	-8
CN1CCN(S(=O)(=O)c2ccc(N3CCN(c4ccccc4O)CC3)c([N+](=O)[O-])c2)CC1	1	-0.1	4	-6	-1	0.1	3	95	10	-5
O=C(NCc1ccccn1)c1ccc(OC2CCN(Cc3ccccc3)CC2)cc1	0	-0.1	-2	4	-5	-0.2	-8	98	16	-8
CCOc1ccc(C(=O)CCN2CCCCC2)cc1	93*	0.8	-5	8	-2	-1.4	-12	111	4	/
Cc1ccccc1C(=O)NC1CCCN(Cc2ccccc2F)C1 (centres undefined)	-4	0.0	1	-2	-1	-0.5	3	96	1	12
COc1ccc(CCNS(=O)(=O)c2cccc(F)c2)cc1OC	-2	0.0	1	1	-2	2.5	-6	103	-3	-8
Nc1cc(N)cc(Cc2ccccc2)c1	16	0.3	-2	-8	2	0.6	/	100	/	-5
O=C(Nc1ccc(F)cc1)N1CCN(CCc2ccccc2)CC1	-1	0.0	6	1	1	-0.1	-4	103	14	-5
O=C(NCCC1=CCCCC1)C1CCCN(S(=O)(=O)c2cnc[nH]2)C1 (centres undefined)	-3	-0.2	6	-4	1	-1.1	6	100	5	-5
Cc1ccc(S(=O)(=O)N2CCC(=O)N(CCOC(=O)Nc3ccccc3C)CC2)cc1	-6	0.2	0	-3	1	-0.3	0	93	5	-4
Cc1c(C)n(Cc2ccc(F)cc2)c2ccc(C(=O)NCCN3CCOCC3)cc12	11	-0.1	-12	3	-3	-0.2	-4	102	0	-6
COc1cc(C(=O)N2CCN(c3cccc(C)c3C)CC2)ccc1OCC(=O)N1CCOCC1	22	-0.5	1	-3	0	-0.2	26	95	7	-6
CCOCCCNC(=O)c1ccc(CN2CCc3ccccc3C2)cc1	-2	-0.4	3	0	-2	-0.3	-7	88	-1	-4
O=[N+]([O-])c1ccc(N2CCN(C(=S)Nc3ccc(F)cc3F)CC2)cc1	8	0.9	13	-14	0	0.2	-8	98	-8	4
CS(=O)(=O)c1ccc([C@@H](O)[C@@H](CO)NC(=O)C(Cl)Cl)cc1	-3	-0.1	4	2	-1	0.0	2	101	0	-5
CC(=O)Nc1ccc(OC(=O)c2ccco2)cc1	-2	0.0	-1	-4	1	-0.1	-4	80	-10	-3
Cc1cc(/C=N/n2cnnc2)c(C)n1-c1ccc(C(=O)O)cc1	2	0.0	7	2	-1	13	7	103	4	-3
Cc1ccc(-c2nc3ncccc3o2)cc1NC(=O)Cc1ccc(Cl)cc1	-1	-0.2	5	-6	2	2.7	7	96	-2	-4
Cc1c2c(n3c(nc4ccccc43)c1C#N)N(CCCN(C)C)CC2	15	0.3	-5	6	0	-0.6	-6	100	2	14
O=C1C(SCCO)=C(SCCO)C(=O)c2ccccc21	97*	-0.3	-14	-46	-17	-4.6	/	152	7	-5
Nc1nnc(SCCCC(=O)c2ccc(Br)cc2)s1	1	0.8	-4	-6	-4	-2.0	6	98	7	1
O=C(Nc1ccccc1C(=O)O)c1cc(S(=O)(=O)N2CCCCC2)cs1	0	-0.4	3	0	3	1.8	34	100	3	/
Cc1ccc(OCCCC(=O)NNC(=O)c2ccccn2)cc1	13	0.4	-2	50	-1	6.2	4	94	3	-4
Cc1ccnc(NS(=O)(=O)c2ccc(NS(=O)(=O)c3cccs3)cc2)n1	0	0.0	2	2	0	-1.3	6	99	10	-4
O=C1OCCC1Sc1nc2ccccc2n1-c1ccccc1 (centres undefined)	0	0.1	1	-12	1	-1.4	7	97	4	-6

One compound at a time (already shown). Order of screens: Exocytosis inh, aDG glyco up, m5-HT2A agonist, H9c2 protect, Glyco luc inh, hiPSC survival, Vif inh, ABCB6 inh MLPCN, PDI inh, CaV13 FRET inh
Profile of O=[N+]([O-])c1ccc(N2CCN(C(=S)Nc3ccc(F)cc3F)CC2)cc1 : 8, 0.9, 13, -14, 0, 0.2, -8, 98, -8, 4
Profile of CCOCCCNC(=O)c1ccc(CN2CCc3ccccc3C2)cc1 : -2, -0.4, 3, 0, -2, -0.3, -7, 88, -1, -4
Profile of O=C1C(SCCO)=C(SCCO)C(=O)c2ccccc21 : 97*, -0.3, -14, -46, -17, -4.6, /, 152, 7, -5

The results go on.
SMILES	Exocytosis inh	aDG glyco up	m5-HT2A agonist	H9c2 protect	Glyco luc inh	hiPSC survival	Vif inh	ABCB6 inh MLPCN	PDI inh	CaV13 FRET inh
Clc1ccc(COn2ccnc2)cc1Cl	0	-0.2	8	-1	-1	1.3	16	94	-2	-6
O=C1c2ccccc2C(Nc2ccc3c(c2)OCCO3)N1Cc1ccc2c(c1)OCO2 (centres undefined)	0	-0.1	-2	10	-9	5.3	-2	103	/	-10
O=S(=O)(c1c(F)cccc1F)N(CCc1ccc(F)cc1)C[C@@H](O)COCc1ccccc1	11	0.3	-6	-11	-5	2.1	-4	100	9	-9
Cc1ccc(OCC(=O)NN=C2c3ccccc3-c3ccccc32)cc1	-3	-0.4	2	-1	-2	3.0	12	98	11	-8
COC(=O)[C@H](C)NC(=O)NCc1ccccc1F	-4	0.1	1	6	1	-0.1	-20	103	4	/
CNc1ccc(C(O)(C(F)(F)F)C(F)(F)F)cc1C(O)(C(F)(F)F)C(F)(F)F	19	1.3	8	-2	0	-1.2	0	97	14	-6
O=C(COC(=O)c1ccc2c(c1)S(=O)(=O)c1ccccc1C2=O)NC1CC1	1	-0.4	0	6	1	-0.6	-14	99	10	12
COc1ccc(/C=C/C(=O)O)cc1S(=O)(=O)Nc1ccc2c(c1)OCO2	0	-0.1	6	7	2	0.0	-4	100	4	2
Cn1cnc(S(=O)(=O)Nc2ccccc2N2CCOCC2)c1	0	-0.1	4	3	1	-0.7	0	103	0	-4
COc1ccc(-n2nc(C(=O)NCC(=O)NCCCN3CCCCCC3)c3ccccc3c2=O)cc1Cl	-1	-0.2	2	8	-1	-0.3	-5	99	1	-1
Nc1cc(=O)[nH]c(SCCNS(=O)(=O)c2ccccc2)n1	-4	-0.2	4	-6	0	-0.9	14	91	-4	/
O=C(NCc1cccc(C(F)(F)F)c1)c1cc(-c2ccccc2)nn1CC1CC(c2cccnc2)=NO1 (centres undefined)	4	0.1	5	1	-2	0.9	-6	95	-5	-6
Cc1ccc(-n2nc3c(=O)n(CCCC(=O)NCCN4CCN(C)CC4)nc(C)c3c2C)cc1	0	0.0	21*	-6	4	-0.1	10	96	7	-2
Cc1cccc(C(=O)OCC(=O)NN2C(=O)NC3(CCCCC3)C2=O)c1	-4	0.2	5	8	3	-0.4	-1	99	12	-5
CCCCn1c(N)c(N(CC(C)C)C(=O)CSc2ccc([N+](=O)[O-])cc2)c(=O)[nH]c1=O	-2	0.1	20*	1	1	-0.5	6	99	-8	-3
C=CCn1c(=O)n2ncnc2c2c3c(sc21)CCCC3	0	1.1	14	6	-1	2.9	1	97	3	-6
CCCCC(=O)Oc1c(S(=O)(=O)c2ccc(C)cc2)c(C)nn1C(C)(C)C	0	-0.2	-8	-7	6	-0.3	-12	95	-4	-2
O=C(c1cc(-c2ccc(Cl)cc2)on1)N1CCN(c2ccccc2)CC1	0	0.0	2	-6	1	-0.6	12	99	-8	-3
NCCc1nnc(SCc2ccc(F)cc2)o1	-1	-0.2	3	10	2	-0.8	13	99	-12	-5
CC1CCN(C(=O)C2CCN(S(=O)(=O)c3cccnc3)CC2)CC1	1	0.2	-1	-1	2	0.4	-2	100	9	/
